# Screens from PubChem BioAssay.
# Imprint erasure: genomic imprint erasure induction; mouse ES Peg3-LacZ reporter, beta-gal luminescence, 40 h; Potency, µM (titrated, usually from 60.7 µM), without a hit: at the top dose activity change, positive = activation, actives largely listed as activators; actives 0.02% (n = 110,000); AID 1948;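 note: 0% = negative control wells on the plate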
#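 Readout: BetaGlo luminescence (5 min, room temp) for LacZ from the normally silent maternal Peg3 allele in female Peg3LacZ-Neo ES cells. Cells 300/well, 40 h, 37C, 5% CO2. Data normalized per plate to negative controls.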
# IkB signaling: inhibitors of IkB signaling in ABC-DLBCL cells; ABC-DLBCL IkBa-CBG/CBR dual luciferase ratio, 4 h; response scale: scaled: untreated 0%, proteasome inhibitor 100%; Potency, µM (titrated, usually from 57.1 µM), without a hit: at the highest dose IkBa stabilization activation; actives 0.04% (n = 110,000); active = well fitted curve in the direction sought with a large enough effect in the signal ratio, not every such curve was filed as active; inconclusive = small, poorly fitted or top-dose-only effect, or a change in a side signal; the % refers to the signal ratio;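 note: the direction sought is a rising ratio; 0% = basal untreated cells and 100% = reference inhibitor full response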
#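 Curves were fitted separately to fusion (green), unfused (red) and ratio luminescence, then classed by r2, magnitude and activity. Cells: OCI-Ly3, 4 h compound plus doxycycline at 37C; 10 uM MG-132 defined full response.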
# p53ts 32C tox: p53ts cell cytotoxicity, permissive temperature; Potency, µM (highest dose often 46.1 µM), inactives show at the top dose activity change, negative = cytotoxicity, usual class: cytotoxic; AID 924; H1299-p53A138V at 32C, ATP luminescence viability, 24 h; actives 0.93% (n = 130,000);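 note: 0% = DMSO and -100% = full killing by reference compound; nearly all actives have a fitted effect of over 55% in size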
#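 Viability by ATPlite luminescence after 24 h compound treatment (up to 46 uM) at the permissive 32C. Cells are H1299 carrying p53 A138V. Scale runs from DMSO basal to 100 uM tamoxifen as full kill; AC50 from Hill fits.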
# p53ts 39C tox: p53ts cell cytotoxicity, nonpermissive temperature | H1299-p53A138V viability at 39C, ATP luminescence, 24 h | Potency, µM (series often up to 46.1 µM), for the others: top-dose activity change, negative = cell killing, usual class: cytotoxic | actives 1.5% (n = 130,000); note: nearly all actives have a fitted effect of over 55% in size
# An asterisk follows results filed as active; ? = inconclusive; . = no result given; [ ] = dose if it differs, or a comment. Unless noted, calls come from the whole dose curve; as a rule, active = well fitted curve in the direction sought with a large enough effect; inconclusive = small, poorly fitted or top-dose-only effect, or another doubt; inactive = no such curve, though single readings can be large; an effect the other way counts as inactive or inconclusive. Unless noted, % is set by controls: 0 for no effect and ±100 for the full control effect; potency is the fitted concentration of half-maximal effect.
SMILES,Imprint erasure,IkB signaling,p53ts 32C tox,p53ts 39C tox
COc1ccc(OC)c(NC(=O)C2CCC(CNc3c(N4CCC(C)CC4)c(=O)c3=O)CC2)c1 (configuration not stated),-20%,4.4%,7%,7%
O=C(CSc1ncc(S(=O)(=O)c2ccc(Br)cc2)c(=O)[nH]1)NCc1ccccc1Cl,-9%[10.9 µM],3.2%,18%,14%
O=C(Nc1cccc(F)c1)N1CCC2(CC1)CCN(C(=O)c1cnccn1)CC2,.,-0.9%[11.4 µM],-11%,-1%
Cc1noc(C)c1S(=O)(=O)N1CCC(C(=O)NCCC2=CCCCC2)CC1,-26%,0.1%,-1%,-1%
CC(=O)/C(=C\c1ccccc1)CC(=O)O,?,.,1%,18%
CCCSc1nc2c(c(=O)[nH]c(=O)n2C)n1C,6%,-1.1%,5%,-2%
CCOC(=O)C(C)Sc1nc(-c2ccccc2Cl)cc(-c2ccccc2)c1C#N (configuration not stated),-20%[10.9 µM],-3.0%,7%,21%
Cc1ccc(OCCn2c(CCNC(=O)C3CCCCC3)nc3ccccc32)cc1,-10%[10.9 µM],0.9%,-4%,19%
COc1ccccc1-c1cncnc1N1CCN(C)CC1,-3%,-1.2%[11.4 µM],7%,-2%
CCc1nnc(SCC(=O)N2CCCc3ccccc32)nc1CC,-11%,0.9%,12%,-6%
CC1CCN(S(=O)(=O)c2cc(C(=O)NCc3ccccc3)n(C)c2)CC1,-11%[10.9 µM],?,-2%,10%
CCCCN(CC)S(=O)(=O)c1ccc(C(=O)Nc2nnc(-c3ccccc3Cl)o2)cc1,-19%,1.1%,1%,-11%
c1coc(Cn2nnnc2CN2CCN(C3CCCCC3)CC2)c1,6%,0.1%,1%,-6%
CCOc1ccc(CN2CCC(=O)NC2=O)cc1,-2%,-0.3%,-1%,10%
Cc1[nH]nc2c1C(Cc1ccccc1)C(C#N)=C(N)O2 (configuration not stated),1%,-0.4%,-4%,13%
COc1ccccc1N1CCN(C(=O)c2c3c(nc4ccccc24)C(=O)N(C2CCCCC2)C3)CC1,-9%[10.9 µM],?,1%,0%
CCN(CC)S(=O)(=O)c1ccc2c(c1)nc(CN(C)C(=O)Nc1ccc(C)c(F)c1)n2C,22%[10.9 µM],-0.5%,4%,-29%
N#Cc1cccc(NC(=O)N2CC3(CCN(C(=O)c4cccc(F)c4)CC3)C2)c1,.,-2.7%[11.4 µM],1%,12%
COC(=O)C1=C(C)NC(=O)C1(Nc1ccc(Cl)cn1)C(F)(F)F (configuration not stated),21%,0.3%,12%,29%
CSc1ccccc1NC(=O)c1c(C)noc1C,-6%,-5.2%,8%,0%
COc1ccc2c(c1)c1c(c(=O)n(-c3ccccc3C)c(=O)n1Cc1c(F)cccc1Cl)n2C,-5%[10.9 µM],-2.0%,16%,0%
CC1CCN(CCC(=O)Nc2ccc3c(c2)CCC3)CC1,.,.,0%,8%
COc1nc(Nc2nc3ccccc3c(=O)[nH]2)nc2ccc(C)cc12,-25%,?,4%,-10%
O=C(c1cnn2c(C(F)F)cc(C3CC3)nc12)N1CCOCC1,19%,-3.1%,7%,13%
CC1CC(=O)N(CC(=O)N2CCCC2)c2ccccc2S1 (configuration not stated),.,.,-13%,-6%

# Taken from the entries so far, 13 compounds:
SMILES,Imprint erasure,IkB signaling,p53ts 32C tox,p53ts 39C tox
COc1ccc(OC)c(NC(=O)C2CCC(CNc3c(N4CCC(C)CC4)c(=O)c3=O)CC2)c1 (configuration not stated),-20%,4.4%,7%,7%
O=C(CSc1ncc(S(=O)(=O)c2ccc(Br)cc2)c(=O)[nH]1)NCc1ccccc1Cl,-9%[10.9 µM],3.2%,18%,14%
O=C(Nc1cccc(F)c1)N1CCC2(CC1)CCN(C(=O)c1cnccn1)CC2,.,-0.9%[11.4 µM],-11%,-1%
Cc1noc(C)c1S(=O)(=O)N1CCC(C(=O)NCCC2=CCCCC2)CC1,-26%,0.1%,-1%,-1%
CC(=O)/C(=C\c1ccccc1)CC(=O)O,?,.,1%,18%
CCCSc1nc2c(c(=O)[nH]c(=O)n2C)n1C,6%,-1.1%,5%,-2%
CCOC(=O)C(C)Sc1nc(-c2ccccc2Cl)cc(-c2ccccc2)c1C#N (configuration not stated),-20%[10.9 µM],-3.0%,7%,21%
Cc1ccc(OCCn2c(CCNC(=O)C3CCCCC3)nc3ccccc32)cc1,-10%[10.9 µM],0.9%,-4%,19%
COc1ccccc1-c1cncnc1N1CCN(C)CC1,-3%,-1.2%[11.4 µM],7%,-2%
CCc1nnc(SCC(=O)N2CCCc3ccccc32)nc1CC,-11%,0.9%,12%,-6%
CC1CCN(S(=O)(=O)c2cc(C(=O)NCc3ccccc3)n(C)c2)CC1,-11%[10.9 µM],?,-2%,10%
CCCCN(CC)S(=O)(=O)c1ccc(C(=O)Nc2nnc(-c3ccccc3Cl)o2)cc1,-19%,1.1%,1%,-11%
c1coc(Cn2nnnc2CN2CCN(C3CCCCC3)CC2)c1,6%,0.1%,1%,-6%

# (list continues)
SMILES,Imprint erasure,IkB signaling,p53ts 32C tox,p53ts 39C tox
COc1cc(C(C)=O)ccc1OC(=O)C(C)N1C(=O)c2ccccc2C1=O (configuration not stated),-6%,2.5%,6%,1%
CN1CCN(c2ncc3nc(-c4cc(F)cc(F)c4)c(=O)n(C)c3n2)CC1,-7%,-2.0%[11.4 µM],-4%,-4%
CCCC(c1nnnn1CC1CCCO1)N1CCN(c2nc3ccccc3s2)CC1 (configuration not stated),.,.,-9%,-2%
CCOc1ccc(CCNC(=O)c2cn(CC)c3ccc(S(=O)(=O)N4CCc5ccccc5C4)cc3c2=O)cc1OCC,-11%[10.9 µM],-1.3%,0%,1%
CCOC(=O)N1CCN(C(=O)CN(c2ccccc2OC)S(=O)(=O)c2ccc(C)cc2)CC1,.,.,2%,6%
CC(C)(C)OC(=O)N1CCC(c2c(C(=O)NCCN3CCOCC3)cnn2-c2ccc(F)cc2)CC1,9%[10.9 µM],-0.8%,7%,-1%
CN1CCN(c2ncc3ncc(=O)n(C4CC4)c3n2)CC1,-6%,1.1%[11.4 µM],-1%,14%
O=C(CSC1=Nc2ccccc2C2=NC(Cc3ccccc3)C(=O)N12)Nc1ccccc1F (configuration not stated),?,2.5%,-8%,-13%
CCCCNC(=O)CSc1nnc(NC(C)=O)s1,-17%,2.3%,4%,-5%
C=CCSc1[nH]c(=O)cc(C)c1C(N)=O,-3%,0.2%,0%,3%
Cc1csc2ncc(C(=O)Nc3cccc(C(F)(F)F)c3)c(=O)n12,8%,-1.0%,-6%,2%
CCOC(=O)c1cc(S(=O)(=O)N2CCN(c3cccc(C)c3)C(C)C2)[nH]n1 (configuration not stated),-9%[10.9 µM],4.2%,2%,-15%
CCOC(=O)c1ccc(NC(=O)CSc2nnnn2C2CCCCC2)cc1,.,.,-6%,3%
Cc1ccc(S(=O)(=O)N(C)CC(=O)N2CCCc3ccccc32)cc1,-21%,3.1%,14%,-1%
CCN(CC)Cc1c(O)ccc2c([N+](=O)[O-])c(C)n(-c3ccc(OC)cc3)c12,.,.,15%,-2%
CCSc1nc2ccccc2c(OCc2cc(C(=O)OC)ccc2OC)c1C(=O)OC,-10%[10.9 µM],0.5%,28%,1%
c1ccc(-c2csc(Nc3cccnc3)n2)nc1,2%,7.2%,3%,18%
O=C(CSc1nnc2scc(-c3ccc(Cl)cc3)n12)Nc1ccccc1F,-11%[10.9 µM],?,1%,-9%
COC(=O)N1CCN(S(=O)(=O)c2ccc(F)cc2)CC1,1%,1.5%,8%,5%
Cc1ccc(S(=O)(=O)NCCc2nnc3ccc(SCc4ccccc4C)nn23)cc1,-13%[10.9 µM],-0.7%,2%,-20%
Cc1cc(N2CCOCC2)nc2ccc(Cc3ccc4nc(N5CCOCC5)cc(C)c4c3)cc12,-17%[10.9 µM],1.6%[11.4 µM],13%[9.22 µM],-8%[9.22 µM]
O=C(Cn1c(=O)n(-c2ccccc2)c(=O)c2sccc21)N1CCCC1,-6%,0.3%,-13%,-15%
CCOc1ccc(NC(=O)CSc2nc3c(oc4ccccc43)c(=O)n2-c2cc(C)cc(C)c2)cc1,-4%[10.9 µM],?,7%,-23%
COc1ccc(CNC(=O)c2ccc(NC(=O)N3CCCCc4ccccc43)cc2)cc1,-13%[10.9 µM],0.2%,12%,3%
CCOc1ccc(C(=O)NCC(c2ccco2)S(=O)(=O)c2cccs2)cc1 (configuration not stated),16%[10.9 µM],?,-7%,15%
# (next part)
SMILES,Imprint erasure,IkB signaling,p53ts 32C tox,p53ts 39C tox
Cn1c(=O)c2cc(S(=O)(=O)NCCC(=O)NC3CCCCCCC3)ccc2n(C)c1=O,-6%,-1.4%,-2%,-6%
Cn1c(=O)c(-c2cccc(Cl)c2)nc2cncnc21,.,-0.5%[11.4 µM],2%,-7%
CN1C(=O)c2ccc(N3CCCC3)cc2C1=O,-6%,1.1%,-8%,-12%
CN(C)Cc1ccccc1-c1ccc2ncnc(NC3CCNCC3)c2c1,2%,-2.8%[11.4 µM],-7%,8%
CC[C@@H](C)[C@H](NC(=O)C1CCN(C(=O)[C@@H](NS(=O)(=O)c2ccc(C)cc2)C(C)C)CC1)C(=O)O,6%,-0.1%,4%,8%
CC(C)n1c(/C=C/c2ccccc2)nc2ccccc21,.,.,?,?
CCC1=C(OC(=O)N(CC)CC)N2C(=O)OC(=NCc3ccccc3)[C@]2(C)[C@H]2C1=CC[C@H]1C(=O)N(c3ccccc3)C(=O)[C@H]12,-14%,.,14%,8%
Cc1ccccc1-n1nc(C)c2cc(C(=O)NCc3cccnc3)sc21,-19%,5.3%,18%,6%
O=c1[nH]c(CSc2nc3ccccc3o2)nc2c1cnn2-c1ccccc1,3%,-1.1%,?,-4%
N#Cc1nc(-c2cccs2)oc1NCc1ccc(Cl)cc1,.,.,12%,-8%
CCOc1ccc(-c2cc(-c3nc(-c4ccc(OC)c(OC)c4)no3)[nH]n2)cc1,5%[10.9 µM],0.7%,?,-17%
COCCNC(=O)CSc1nc2ccccc2c2nc(C)nn12,-8%,-0.5%,9%,-12%
Cc1c(C(=O)NCc2cccnc2)sc2nc(-c3ccc(F)cc3)cn12,-11%,?,-3%,8%
COc1ccc(-n2c(=O)c3c4c(sc3n(Cc3ccc(F)cc3)c2=O)CCCC4)c(OC)c1,-8%[10.9 µM],?,7%,21%
CCCCCCC#Cc1cc(OC)c(OC)cc1C(N1CC(C)c2ccccc21)N1CC(C)c2ccccc21 (configuration not stated),.,.,6%[9.22 µM],-2%[9.22 µM]
CCC1=C(OC(=O)N(CC)CC)N2C(=O)OC(=NCC3CC3)[C@]2(Cc2ccccc2)[C@H]2C1=CC[C@H]1C(=O)N(CC(=O)OC)C(=O)[C@H]12,1%,.,8%,-10%
CC(C)(C)C1CCc2oc3ccc(NS(=O)(=O)c4ccc(C(=O)O)cc4)cc3c2C1 (configuration not stated),-7%[10.9 µM],?,7%,17%
CCOc1ccc(N2C(=O)CC(NCc3ccc(F)cc3)C2=O)cc1 (configuration not stated),-2%,-0.4%,12%,5%
Cc1cccc(NC(=S)NC2CC3CCCC(C2)N3CC(C)C)c1C (configuration not stated),.,.,6%,18%
O=C(Nc1ccccc1Cl)N1CCN(c2ccccn2)CC1,-11%,4.9%,-3%,1%
Cc1cccc(-n2ncc(C(=O)NCc3ccc4c(c3)OCO4)c2C2CCN(C(=O)OC(C)(C)C)CC2)c1,6%[10.9 µM],?,8%,23%
CCOC(=O)C1=C(C)NC(=S)N(C(C)=O)C1c1ccc(Cl)cc1 (configuration not stated),.,.,-11%,-18%
CC1=CC(C)(C(Cl)Cl)C(C)=CC1=O (configuration not stated),.,.,-3%,10%
Cc1ccc(CNC(=O)CN(C2CCCCC2)S(C)(=O)=O)cc1,.,.,-3%,-9%
O=C(CSc1nc(=O)n(Cc2ccco2)c2c1CCC2)NCc1ccccc1,?,0.3%,-13%,21%
Cc1nn2c(C)c(C(=O)NC(C)(C)C)cnc2c1-c1ccc(F)cc1,-9%[10.9 µM],-2.3%,-7%,-5%
COc1cc2nc(NCCc3cccc(C)c3)n3nc(-c4ccccc4)nc3c2cc1OC,?,0.3%,5%,-13%
COc1cc2[nH]c(=S)n(C3CCCC3)c(=O)c2cc1OC,1%,-0.6%,9%,2%
NC(N)=N[C@H](CC(=O)O)c1ccccc1,-8%[10.9 µM],-0.2%[11.4 µM],5%[9.22 µM],-8%[9.22 µM]
